Screening results: PubChem BioAssay, National Center for Advancing Translational Sciences (NCATS)
RORg inh: qHTS for inhibitors of ROR gamma transcriptional activity. Nuclear receptor ROR-gamma (Mus musculus), P51450. Drosophila S2 Gal4-RORgamma UAS-luciferase reporter, 20 h. Potency, µM (titrated, usually from 53.6 µM), for inactives: at the top dose activity change, negative = inhibition, actives largely listed as inhibitors. actives 5.4% (n = 310,000); note: % is set by controls: 0 for no effect and ±100 for the full control effect; nearly all actives have a fitted effect of over 60% in size
Target sequence (P51450 whole entry, looked up, the tested form may be a part): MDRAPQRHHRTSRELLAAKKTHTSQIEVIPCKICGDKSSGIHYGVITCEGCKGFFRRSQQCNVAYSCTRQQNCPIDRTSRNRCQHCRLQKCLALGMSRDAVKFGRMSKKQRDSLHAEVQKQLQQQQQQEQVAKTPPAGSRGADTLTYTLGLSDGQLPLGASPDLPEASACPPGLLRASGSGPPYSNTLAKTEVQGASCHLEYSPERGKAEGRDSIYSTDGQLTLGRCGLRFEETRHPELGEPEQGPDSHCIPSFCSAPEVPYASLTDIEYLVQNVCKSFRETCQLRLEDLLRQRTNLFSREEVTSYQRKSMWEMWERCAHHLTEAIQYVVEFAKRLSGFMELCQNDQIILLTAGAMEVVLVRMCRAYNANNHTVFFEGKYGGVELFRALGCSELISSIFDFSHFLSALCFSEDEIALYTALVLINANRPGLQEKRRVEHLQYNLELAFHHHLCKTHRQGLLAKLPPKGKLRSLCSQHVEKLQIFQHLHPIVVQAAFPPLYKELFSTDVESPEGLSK
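Read-out: Photinus luciferase luminescence; inhibitors lower reporter signal. Insect Schneider cells with Gal4-ROR gamma fusion under metallothionein promoter, UAS reporter; 700 uM final copper sulfate induction, 20 hr, ambient temperature.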
Gal4-VP16 FLuc: VP16 counterscreen qHTS for inhibitors of ROR gamma transcriptional activity | AID 2546, 2010 | Potency, µM (top dose mostly 53.6 µM), inactives show at the highest dose activity, negative = inhibition, usual class: inhibitors | actives 3.5% (n = 310,000) | Drosophila S2 Gal4-VP16 UAS-luciferase, luminescence, 20 h;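 note: Gal4-VP16 expression switched on by copper sulfate through the metallothionein promoter; % is set by controls: 0 for no effect and ±100 for the full control effect; nearly all actives have a fitted effect of over 50% in size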
ELG1 genotox: qHTS screen for small molecules that induce genotoxicity in human embryonic kidney (HEK293T) cells expressing luciferase-tagged ELG1; HEK293T ELG1-luciferase reporter, luminescence, 16 h; Potency, µM (titrated, usually from 46 µM), for inactives: top-dose activity change, positive = activation, most hits filed as activators; actives 1.3% (n = 330,000); AID 504466, 2011; note: % of control where 0% means no effect; nearly all actives have a fitted effect of over 60% in size
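Cells (2,000/well) expressing the ELG1-luciferase fusion are dosed by pin tool and kept 16 hr at 37 °C, 5% CO2. Signal comes from ONE-Glo luciferase reagent after 30 min at room temperature.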
BRCA1 expr up: qHTS Assay to Identify Small Molecule Activators of BRCA1 Expression; MCF7-BRCA1-FFLuc reporter, luminescence, 48 h; response scale: scaled: vehicle 0%, 10 µM genistein 100%; actives 1.1% (n = 380,000); Potency, µM (series often up to 46.1 µM), without a hit: top-dose activation, usual class: activators; note: nearly all actives have a fitted effect of over 80% in size; some results filed as inactive show a strong effect at the top dose
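Reporter cells (MCF7, BRCA1 promoter-firefly luciferase) received library compounds across a concentration series for 48 h. End-point luminescence was measured and concentration-effect curves derived after normalization.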
uPA generation: qHTS for Inhibitors of Cell Surface uPA Generation. cell surface uPA generation assay, qHTS. Potency, µM (highest dose often 38.3 µM), for the others: at the highest dose activity change, negative = inhibition, usual class: inhibitors. actives 0.31% (n = 330,000); active = well fitted inhibition curve with a large enough effect; inconclusive = small, poorly fitted or top-dose-only effect; inactive = no such curve, though single readings can be large or run the other way; tested in mouse RAW 264.7 cells; note: % is set by controls: 0 for no effect and ±100 for the full control effect; nearly all actives have a fitted effect of over 55% in size
Rab9 promoter act: qHTS Assay for Rab9 Promoter Activators | Huh7 Rab9 promoter-luciferase reporter, luminescence, 24 h | AID 485297, 2010 | Potency, µM (top dose mostly 9.22 µM), without a hit: at the highest dose activation, negative = inhibition, usual class: activators | actives 2.8% (n = 320,000); note: % of control where 0% means no effect; nearly all actives have a fitted effect of over 60% in size
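Luminescence read-out: Huh7 cells stably expressing Rab9-luciferase, treated 24 h with compound at 37 °C, then lysed with luciferase reagent for 10 min at ambient before reading.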
FLuc counter: qHTS profiling assay for firefly luciferase inhibitor/activator using purifed enzyme and Km concentrations of substrates (counterscreen for miR-21 project) | Luciferin 4-monooxygenase (Photinus pyralis), P08659 | purified FLuc, Km substrates, luminescence inhibition | Potency, µM (doses to about 57.5 µM), for inactives: top-dose activity change, negative = inhibition, most hits filed as inhibitors | actives 6.9% (n = 360,000);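 note: plate controls were vehicle for no effect and reference inhibitor for full effect; nearly all actives have a fitted effect of over 55% in size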
Target sequence (P08659 whole entry, looked up): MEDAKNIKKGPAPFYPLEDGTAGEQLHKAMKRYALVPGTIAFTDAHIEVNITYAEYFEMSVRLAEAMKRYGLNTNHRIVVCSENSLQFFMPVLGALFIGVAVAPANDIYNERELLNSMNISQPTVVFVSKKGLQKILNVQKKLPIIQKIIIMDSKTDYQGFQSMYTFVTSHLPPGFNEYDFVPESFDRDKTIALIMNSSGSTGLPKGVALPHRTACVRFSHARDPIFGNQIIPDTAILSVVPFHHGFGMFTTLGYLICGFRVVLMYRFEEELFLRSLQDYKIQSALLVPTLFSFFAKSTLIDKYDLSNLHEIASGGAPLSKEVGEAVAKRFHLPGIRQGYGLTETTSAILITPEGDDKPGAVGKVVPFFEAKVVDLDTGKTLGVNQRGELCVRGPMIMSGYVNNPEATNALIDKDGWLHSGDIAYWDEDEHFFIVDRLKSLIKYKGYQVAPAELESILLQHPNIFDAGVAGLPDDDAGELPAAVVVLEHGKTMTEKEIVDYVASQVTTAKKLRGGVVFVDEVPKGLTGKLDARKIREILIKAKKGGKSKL
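Purified P. pyralis luciferase (10nM final) with 10uM D-luciferin and 10uM ATP (Km levels) in 50mM Tris acetate pH 7.5, 10mM Mg acetate, 0.01% Tween-20, 0.05% BSA; qHTS 6-point titration, ~60 µM downward; luminescence read.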
MBNL1 CUG block: qHTS Assay for Inhibitors of MBNL1-poly(CUG) RNA binding. Potency, µM (highest dose often 57.5 µM), for inactives: at the top dose activity change, negative = inhibition, hits mostly inhibitors. Muscleblind-like protein 1 (Homo sapiens), Q9NR56. TR-FRET MBNL1-His/biotin-(CUG)12 binding, 665/545 ratio. actives 0.036% (n = 280,000); active = well fitted inhibition curve with a large enough effect in the signal ratio, with a control signal flat, not every such curve was filed as active; inconclusive = small, poorly fitted or top-dose-only effect, or effect the other way, or a change in a side signal; inactive = no such curve, though single readings can be large or run the other way; the % refers to the signal ratio; note: % is set by controls: 0 for no effect and ±100 for the full control effect
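Compound titration spanned 92 nM–58 uM against the MBNL1-His/biotin-(CUG)12 complex. After 60 min at room temperature with 5 nM streptavidin-XL665 and 0.055 ng/ul terbium anti-His, ratiometric 665/545 nm emission (Ex 340 nm) normalized to controls.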
p53 reactivation: qHTS assay for re-activators of p53 using a Luc reporter. H1299 p53-A138V BP100-luciferase reporter, luminescence, 24 h. actives 0.063% (n = 320,000). Potency, µM (doses to about 92.2 µM), for the others: top-dose activity change, positive = activation, hits mostly activators. AID 504706, 2011; note: % of control where 0% means no effect; nearly all actives have a fitted effect of over 45% in size
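H1299 (p53-null), stable ts p53-A138V + BP100-Luc; 1000 cells/well, Opti-MEM/10% FBS; cpd 4 pt, 1:5; 24 h, 37 deg C, 5% CO2; detection reagent 10 min RT; luminescence.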
NPC1 prom act: qHTS Assay for NPC1 Promoter Activators | Potency, µM (series often up to 9.22 µM), inactives show at the highest dose activation, most hits filed as activators | actives 2.4% (n = 320,000) | Huh7 NPC1 promoter luciferase reporter, 24 h;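 note: % of control where 0% means no effect; nearly all actives have a fitted effect of over 60% in size; reporter is driven by a mutant NPC1 promoter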
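Cells: Huh7 expressing luciferase under the NPC1 promoter, 1500/well. Seeded 2 h, compound added, incubated 24 h at 37 °C. Luciferase reagent, 10 min ambient, then luminescence.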
Numbers without * were called inactive; ? = inconclusive; / = no result given; & = joins results of further samples; [ ] = remark or other dose. Unless noted, calls come from the whole dose curve; as a rule, active = well fitted curve in the direction sought with a large enough effect; inconclusive = small, poorly fitted or top-dose-only effect, or another doubt; inactive = no such curve, though single readings can be large; an effect the other way counts as inactive or inconclusive. Potency is the fitted concentration of half-maximal effect. No enrichment for hits. About 13% of those tested had a hit in this group.

SMILES	RORg inh	Gal4-VP16 FLuc	ELG1 genotox	BRCA1 expr up	uPA generation	Rab9 promoter act	FLuc counter	MBNL1 CUG block	p53 reactivation	NPC1 prom act
COc1ccc(CCNC(=O)C2CCN(C(=O)NC3CCCCC3)CC2)cc1	21%	1%	3%	3%	1%	-6%	-1%	27%	-7%	-1%
O=C(CSc1n[nH]c(-c2cccs2)n1)NCCc1ccccc1	/	/	2%	-41%	-3%	3%	0%	/	-1%	1%
CC1CCCCN1Cc1cnc(Cl)s1 (stereo not drawn)	19%	5%	-1%	-21%	1%	2%	0%	-5%	5%	0%
CC(C)(CNS(=O)(=O)c1ccc(Br)s1)N1CCOCC1	/	/	0%	4%	2%	/	/	/	-4%	/
CCSc1nnc(CNC(=O)C23CC4CC(CC(C4)C2)C3)n1C1CCCCC1	?	-16%	-6%	12%	3%	0%	-3%	-4%	0%	-2%
COc1ccc(CCNC(=O)C2CCCN(c3ncccn3)C2)cc1 (stereo not drawn)	11%	-4%[10 µM]	8%	-1%	6%	-5%	5%	-3%	-2%	2%
CC(C)c1nc(SCC(=O)N2CCCc3ccccc32)c2c(=O)n(C)c(=O)n(C)c2n1	-35%	?	-38%[inhibitor]	2%	10%	-8%	1%	-9%	-8%	-6%
CCCOc1ccc(C(=O)CCC(=O)NNC(=O)c2ccncc2)cc1	-13%	2%	2%	14%	0%	8%	8%	1%	1%	0%
COc1ccc(NC(=O)Nc2ccc3nc(C)c(C)nc3c2)cc1	8%	15%	-1%	69%	-4%	11%	-6%	9%	5%	-2%
CCn1nnc2cc(C(=O)Nc3cc(S(C)(=O)=O)ccc3Cl)ccc21	28%	-10%	-4%	-16%	-3%	-2%	5%	3%	-10%	2%
O=C(CSc1nc2ccccc2c(=O)n1-c1ccc(Cl)cc1)c1ccco1	?	-10%	8%	-20%	-1%	-1%	-6%	-4%	-2%	-5%
O=C(O)CCC(=O)NCCn1c(-c2ccccc2)csc1=Nc1ccccc1	0%	12%	-3%	18%&-17%	4%&-6%	-7%	-2%	-2%	?	-2%
Cn1c(=O)c(C(=O)CN2CCCCCC2)c(N)n(Cc2ccccc2)c1=O	2%	0%	-5%	-3%	5%	2%	-3%	11%	-1%	-1%
O=C(CCn1c(=O)sc2ccccc21)Nc1nccs1	11%	11%	?	?	-3%	20%	13µM*	-14%	?	30%
Cc1ccc2nsnc2c1S(=O)(=O)N(CCO)Cc1cc2cc3c(cc2[nH]c1=O)OCCO3	42%	9%	3%	-7%	6%	-2%	0%	?	3%	-9%
O=S(=O)(c1ccc(-c2csc(Nc3ccc(Br)cc3)n2)cc1)N1CCCC1	-11%	-29%	21%	-13%	0%	-28%	7%	-6%	-15%	-13%
Cc1noc(C)c1C(=O)N1CCC(Cc2ccccc2)CC1	7%	4%	0%	1%	9%	0%	1%	-4%	-7%	-2%
O=c1oc2ccccc2c(Nc2cccc3cccnc23)c1[N+](=O)[O-]	11µM*	-20%[10 µM]	5%	-49%	-6%	0%[1.84 µM]	-9%	?	-1%	6%
Cc1ccccc1NC(=O)CC1S/C(=N/c2nccs2)N(C)C1=O (stereo not drawn)	?	-5%	-2%	0%	-2%	1%	-2%	11%	0%	-1%
CC(C)(C)NC(=O)CSc1nnc(-c2ccccc2)c(-c2ccccc2)n1	17%	9%	-3%	-46%	-4%	2%	-2%	?	4%	-3%
Cc1cc(C)nc(N2CCC(C(=O)NCc3ccccc3)CC2)n1	18%	6%	8%	-4%	6%	-1%	-1%	-4%	1%	-2%
NC(N)=NS(=O)(=O)c1ccc(NC(=S)NC(=O)c2ccccc2)cc1	3%	11%	-4%	14%	-9%	4%	-1%	-10%	1%	-1%
CC1CCCCC1NC(=O)CN1C(=O)c2cccc(N)c2C1=O (stereo not drawn)	8%	0%	4%	-26%	-3%	7%	0%	34%[activator]	-2%	0%
Cn1c2ccccc2c2cc(C(=O)OCC(=O)N3CC(=O)Nc4ccccc43)sc21	-5%	-14%	-7%	-67%	-5%	1%	2%	/	7%	3%
CSc1ccccc1NC(=O)c1ccc2c(c1)CCN2S(C)(=O)=O	16%	-7%	10%	76%	3%	23%	?	-3%	4%	19%
O=C(CN1C2CCC1CC(NC(=O)NC1CCCCC1)C2)NC1CC1 (stereo not drawn)	-14%	-10%	8%	3%	-2%	-5%	0%	-7%	4%	3%
CC(=O)Oc1cccc(C(=O)Nc2ccccc2C(=O)N2CCCC2)c1	-15%	1%	4%	1%	19%	5%	6%	0%	-1%	-1%
O=C1CCc2cc(NS(=O)(=O)c3ccc(F)cc3)cc3c2N1CC3	/	/	?	-13%	-6%	-1%	2%	/	-2%	-3%
COc1ccc(CCCC(=O)NC2CCCCC2C)c(C)c1 (stereo not drawn)	2%	4%	1%	20%	1%	-8%	5%	-3%	-3%	-1%
CCNc1nc(NCC)n2c(SCC(=O)c3ccccc3F)nnc2n1	9%	-6%	-2%	-20%	?	-8%	1%	-5%	16%	-4%
CCCCNC(=S)NNC(=O)c1nn(C)c(C)c1Cl	?	-9%	3%	0%	-1%	-7%	5%	-2%	13%	0%
O=C(O)/C=C/c1cn(Cc2ccccc2Cl)nc1-c1ccccc1	15%	-7%	0%	22%	-1%	-2%	?	-8%	-3%	0%
Cc1cccc(CSC(Nc2ccc(F)cc2)=C(C#N)C#N)c1	?	?	-7%	-72%	-8%	-17%	5%	-2%	-3%	-8%
C#CCOCCOCCOCCNc1nc(N2CCN(C(=O)CCCCCCCCCCNC(=O)[C@H]([C@@H](C)CC)n3cc(CCCCCN)nn3)CC2)nc(N2CCN(C(=O)CCCCCCCCCCNC(=O)[C@H](CCCCN)n3cc(CCCC(=O)O)nn3)CC2)n1	/	/	-1%	-8%	-16%	1%	3%	/	11%	-3%
CC(=O)C1C(=O)CC(C)(O)C(C(C)=O)C1c1ccccc1 (stereo not drawn)	-20%	0%	2%	-2%	1%	-2%	-1%	0%	-1%	-1%
O=C(O)c1cccc2c1C(=O)c1ccc(Cl)cc1S2(=O)=O	/	/	5%	1%	10%	-1%	-2%	/	0%	-7%
CNc1nc(C)c(C(C)(C)C)s1	-34%	-1%	1%	18%	-2%	-9%	?	11%	-1%	-6%
CCCCn1c(N)c(N(Cc2ccccc2OC)C(=O)c2sccc2C)c(=O)[nH]c1=O	/	/	-8%	-2%	0%	1%	1%	/	-4%	3%
Cn1c(=O)c2cc(S(=O)(=O)NC(C(=O)N3CCCCCC3)c3ccccc3)ccc2n(C)c1=O (stereo not drawn)	14%	-1%	-2%	0%	7%	0%	1%	-6%	0%	-3%
COc1ccccc1NC(=O)C(C)Sc1nnc2ccccn12 (stereo not drawn)	/	/	4%	2%	-25%	-2%	0%	/	-4%	0%
Cc1cccn2c(=O)c3cc(C(=O)NC4CCCC4)c(=N)n(CCc4ccccc4)c3nc12	-10%	-5%	0%	-26%	-2%	-5%	-1%	-1%	-1%	1%
Cc1cccc(C)c1NC(=O)CN(c1ccccn1)S(=O)(=O)c1ccc(F)cc1	4%	-14%	-2%	3%	-5%	-1%	-1%	/	-5%	-9%
CC1(C)Cc2c(sc3c2C(=O)N(c2ccccc2)C2=NCCCN23)CO1	-11%	5%	-1%	3%	/	1%	2%	-9%	-2%	7%
COc1ccccc1C1(CCNS(=O)(=O)c2ccc(C)cc2)CCOC(C(C)C)C1 (stereo not drawn)	-1%	-12%	-8%	-64%	7%	-2%	3%	-4%	28%	-6%
Cc1cc(NC(=O)c2cccc(N3C(=O)CCC3=O)c2)no1	0%	7%	1%	18%	0%	1%	3%	-4%	2%	-2%
CCOC(=O)c1cc2nc(-c3ccccc3)cc(C)n2n1	14%[1.91 µM]	-3%	-2%	-2%	-2%	2%	5%	26%	/	-2%

Rewritten bar-delimited: part of the list above
smiles | RORg inh | Gal4-VP16 FLuc | ELG1 genotox | BRCA1 expr up | uPA generation | Rab9 promoter act | FLuc counter | MBNL1 CUG block | p53 reactivation | NPC1 prom act
O=C(CSc1n[nH]c(-c2cccs2)n1)NCCc1ccccc1 | / | / | 2% | -41% | -3% | 3% | 0% | / | -1% | 1%
CC1CCCCN1Cc1cnc(Cl)s1 (stereo not drawn) | 19% | 5% | -1% | -21% | 1% | 2% | 0% | -5% | 5% | 0%
CC(C)(CNS(=O)(=O)c1ccc(Br)s1)N1CCOCC1 | / | / | 0% | 4% | 2% | / | / | / | -4% | /
